Screens from PubChem BioAssay.
ADAM10 inh: inhibitors of human ADAM10; inhibition, % at 7 µM; AID 720582; recombinant ADAM10, EDANS/DABCYL FRET peptide cleavage, 3 h; hit rate 0.62% among 370,000;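 active means inhibition above a per-campaign cutoff equal to the mean of compounds falling between control-based bounds plus 3 SD, cut at about 20% in these data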;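 further: 0% = DMSO wells while the 100% control is not disclosed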
Target sequence (O14672 214-748 limits assumed): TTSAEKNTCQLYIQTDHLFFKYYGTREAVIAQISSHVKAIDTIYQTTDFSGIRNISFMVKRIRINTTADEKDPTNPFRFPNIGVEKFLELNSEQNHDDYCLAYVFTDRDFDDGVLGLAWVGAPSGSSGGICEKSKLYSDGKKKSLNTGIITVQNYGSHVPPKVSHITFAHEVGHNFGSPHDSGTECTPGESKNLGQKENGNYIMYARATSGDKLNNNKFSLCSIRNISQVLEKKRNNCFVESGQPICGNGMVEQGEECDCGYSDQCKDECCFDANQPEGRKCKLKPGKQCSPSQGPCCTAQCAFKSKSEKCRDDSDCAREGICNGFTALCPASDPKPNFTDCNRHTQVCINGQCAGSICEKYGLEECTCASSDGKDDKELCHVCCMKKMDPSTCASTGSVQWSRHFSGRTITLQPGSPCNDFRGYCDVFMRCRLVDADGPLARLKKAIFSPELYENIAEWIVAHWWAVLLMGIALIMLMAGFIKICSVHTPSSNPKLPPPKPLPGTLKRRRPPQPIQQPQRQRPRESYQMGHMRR
DAX1 inh-1: blocks DAX1 repression of SF-1 activated StAR promoter. HEK293T StAR-luciferase reporter, SF-1/DAX-1 repression relief. inhibition, % at 6.8 µM. hit rate 1.1% among 370,000. AID 652010;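 active means inhibition above the mean over all tested compounds plus 3 SD, cut at about 3.6% in these data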;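 further: 0% = DAX-1 cells with DMSO and 100% = cells lacking DAX-1 with DMSO; higher inhibition means more luminescence from relief of DAX-1 repression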
PG9 binder: binds the HIV-1 gp120 antibody PG9 | TR-FRET gp120-PG9 antibody binding | inhibition, % at 6.7 µM | hit rate 0.43% among 360,000 | AID 624416; in the data active means inhibition above about 8.5%
hcDAF-12 act: H. contortus DAF-12 activation, primary screen; HEK293 hcDAF-12 lit1-tk-luc reporter, luminescence; 0% DMSO, 100% Δ7-dafachronic acid; activation, % at 6.8 µM; hit rate 1.4% among 370,000; AID 652067;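 active means activation above the mean of all tested compounds plus 3 SD, cut at about 5.5% in these data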;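 further: 100% = response to 3 µM Δ7-dafachronic acid high control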
DAX1 inh-2: NR0B1 (DAX1) inhibition. P51843. HEK293 Gal4-DAX1 luciferase reporter, luminescence. inhibition, % at 6.75 µM. hit rate 0.99% among 340,000. AID 504766;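 active means inhibition above the mean over all tested compounds plus 3 SD, cut at about 4.2% in these data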;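 further: 0% = DAX1-transfected cells with DMSO and 100% = empty-vector control cells with DMSO; inhibition shows as a rise in luminescence from relieved DAX1 repression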
Target sequence (P51843 207-470 limits assumed): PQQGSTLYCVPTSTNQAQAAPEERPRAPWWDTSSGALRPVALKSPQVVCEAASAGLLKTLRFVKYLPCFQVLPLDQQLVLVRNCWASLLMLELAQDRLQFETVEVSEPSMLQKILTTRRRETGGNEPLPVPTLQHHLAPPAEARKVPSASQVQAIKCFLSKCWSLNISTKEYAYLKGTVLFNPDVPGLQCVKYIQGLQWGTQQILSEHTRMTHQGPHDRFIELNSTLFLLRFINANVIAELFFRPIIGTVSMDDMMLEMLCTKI
GAA850 FXN act: frataxin GAA850 promoter activation; HEK293 lucGAA850 FXN promoter luciferase reporter, 24 h; percent of 10 µM SAHA response; activation, % at 6 µM; hit rate 0.56% among 360,000;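 active means activation above the average of all compounds screened plus 3 SD, cutoff fixed separately per campaign, cut at about 7.5% in these data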;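 further: 0% = DMSO wells and 100% = 10 µM SAHA wells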
hgDAF12 agonist: agonists of H. glycines DAF-12 nuclear receptor | HEK293 GAL4-hgDAF12 UAS-luciferase reporter, agonist luminescence; normalized to butyrate control | activation, % at 6.8 µM | hit rate 1.8% among 370,000 | AID 687014;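 active means activation above a cutoff set at the mean of all screened compounds plus 3 SD, cut at about 10% in these data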;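 further: 0% = DMSO wells and 100% = sodium butyrate wells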
ssDAF12 agonist: S. stercoralis DAF-12 activation, primary screen | HEK293 ssDAF-12/GRIP1 lit1-tk-luc reporter, luminescence; % of 3 µM dafachronic acid response | activation, % at 6.8 µM | hit rate 1% among 370,000;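 active means activation above the mean over all tested compounds plus 3 SD, cut at about 0.9% in these data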;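 further: 0% = DMSO-only wells and 100% = 3 µM delta7-dafachronic acid wells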
ADAM17 inh: inhibitors of human ADAM17; P78536; recombinant ADAM17, EDANS/DABCYL FRET peptide cleavage; inhibition, % at 6.95 µM; hit rate 0.83% among 370,000; AID 720648;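 active means inhibition above the mean of compounds lying between control limits plus 3 SD, set per campaign, cut at about 8.5% in these data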;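 further: 0% = DMSO-only wells as the low control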
GC-A act: GC-A (human) enzyme activation; hit rate 0.14% among 370,000; activation, % at 10 µM; HEK293 GC-A cells, cGMP TR-FRET, EC30 ANP; 0% at EC30 ANP, 100% saturating ANP; P16066; in the data active means activation above about 40%
SMARCA2 activ: increases SMARCA2 function in MMTV reporter cells. hit rate 1% among 370,000. activation, % at 9.1 µM. MG213 cells, MMTV-luciferase reporter, dexamethasone, overnight. AID 652017; in the data active means activation above about 7.8%;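 further: 0% = vehicle wells and 100% = reference activator wells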
Numbers without * were called inactive; nt = not tested or not shown.

SMILES	ADAM10 inh	DAX1 inh-1	PG9 binder	hcDAF-12 act	DAX1 inh-2	GAA850 FXN act	hgDAF12 agonist	ssDAF12 agonist	ADAM17 inh	GC-A act	SMARCA2 activ
COC(=O)c1sc2ccc(C)cc2c1C(=O)OC	-8	0.1	2.9	-1.1	0.9	1.3	1.5	-0.9	-10	0	-3
CCCCNC(=O)C1CCCN1C(=O)Nc1ccc(Cl)cc1 (stereo not drawn)	2	-0.3	nt	-0.2	nt	nt	1.8	-1.4	1	3	-3
COc1cccc(NC(=S)N(Cc2ccc(Cl)cc2)Cc2ccc(C(=O)O)cc2)c1	1	-0.2	2.2	0.5	-0.7	1.1	-1.1	0.1	-2	1	-1
CN(CC(=O)Nc1ccc(F)c(F)c1F)C(=O)c1ccc(=O)[nH]c1	-3	-1.6	3.5	-2.5	0.7	-1.8	-0.8	-1.8	6	3	-2
COc1ccc(N=C2NC(=O)CS2)c([N+](=O)[O-])c1	-4	-0.8	-3.7	-0.2	0.1	1.0	1.4	-1.4	-9	0	1
COc1ccc2c(c1)N(C)/C(=C1/SC(=S)N(NC(C)=O)C1=O)S2	8	0.2	-1.0	-1.2	-0.9	3.3	0.0	-0.7	1	4	1
Cc1ccc(C)c(NC(=O)Cn2cnc3c(oc4ccccc43)c2=O)c1	-2	0.5	1.2	-1.4	-0.6	-0.9	3.1	-1.4	-1	0	-2
CCCCCCCCN1C(=O)[C@@H](CC(=O)NCCCN2CCCC2=O)C[C@@]2(C(=O)OC)C1=C[C@H](C(C)C)O[C@@H]2C1CC1	6	-0.9	nt	1.3	nt	nt	-2.4	-0.6	2	7	0
COc1cccc(-n2cnnc2SC(C)C(=O)NC2CCCC2)c1 (stereo not drawn)	2	-0.6	1.6	0.1	0.4	0.8	-1.4	-0.6	0	2	1
Cc1ccc(NS(=O)(=O)c2ccc3c(c2)CCN3C(=O)CCC(=O)O)cc1Cl	-4	0.1	0.2	1.4	-1.1	-0.3	0.3	-0.6	-1	5	0
CCCCNC(=O)c1nc(C2CCN(S(=O)(=O)c3c(OC)cccc3OC)CC2)oc1-c1ccccc1	16	-1.4	0.8	-2.7	nt	nt	-4.6	-1.4	7	2	3
COc1ccc(-c2nc(CS(=O)CC(=O)NCc3cccnc3)c(C)o2)cc1OC (stereo not drawn)	-1	-0.3	-2.6	0.4	0.5	-1.1	0.0	-1.1	1	0	-1
CC(=O)Nc1ccc(NC(=O)C(C)n2nc(C)c([N+](=O)[O-])c2C)cc1 (stereo not drawn)	3	-0.2	-0.1	0.8	-1.0	2.3	0.1	-0.8	-4	-3	0
COc1ccc(C)c2sc(=NC(=O)C(C)C)n(C)c12	-2	-1.3	0.6	1.6	0.3	1.7	-1.4	-1.1	0	-2	1
Cn1c(=O)cc(OCC(=O)NCCCN2CCN(Cc3ccccc3)CC2)c2ccccc21	-9	0.7	1.0	-0.3	2.7	-1.5	-0.7	-1.2	-1	-4	-1
Cc1ccc(C(=O)Nc2cccc(C(=O)NC3CCCC3)c2)cc1	5	-1.6	-0.4	-2.0	-0.4	1.2	0.0	-0.9	2	4	1
O=C(Cc1cccs1)NCCSc1c(-c2ccc(Cl)cc2)[nH]c2ccccc12	-382	-0.4	-0.4	-0.2	1.4	0.1	-3.8	-0.7	-104	-3	-5
CC(NC(=O)c1csc2ccccc12)C1CCCO1 (stereo not drawn)	-3	0.2	-2.4	0.3	0.1	1.8	4.9	-1.6	-3	3	3
CCOc1ccc(NS(=O)(=O)c2ccc(C(=O)NCC(c3ccco3)N(C)C)cc2)cc1 (stereo not drawn)	-3	-0.4	-1.9	-1.3	-1.2	0.2	2.4	-0.8	-4	-5	-3
CCN(C[C@H]1N[C@@](C)(C(=O)OC)[C@H]2C(=O)N(C)C(=O)[C@@H]12)C(=O)Nc1ccc(F)cc1	-6	0.7	1.2	0.6	0.2	1.6	1.4	-0.6	-3	1	-1

Continued, starting with the last 2 of the part before.
SMILES	ADAM10 inh	DAX1 inh-1	PG9 binder	hcDAF-12 act	DAX1 inh-2	GAA850 FXN act	hgDAF12 agonist	ssDAF12 agonist	ADAM17 inh	GC-A act	SMARCA2 activ
CCOc1ccc(NS(=O)(=O)c2ccc(C(=O)NCC(c3ccco3)N(C)C)cc2)cc1 (stereo not drawn)	-3	-0.4	-1.9	-1.3	-1.2	0.2	2.4	-0.8	-4	-5	-3
CCN(C[C@H]1N[C@@](C)(C(=O)OC)[C@H]2C(=O)N(C)C(=O)[C@@H]12)C(=O)Nc1ccc(F)cc1	-6	0.7	1.2	0.6	0.2	1.6	1.4	-0.6	-3	1	-1
Cc1c(N)cccc1-c1nc2ccccc2[nH]1	-17	0.6	-1.2	-0.2	0.4	-0.6	4.1	-1.1	-5	-1	-1
O=C(NCc1ccccn1)C1CCN(C2CCN(Cc3cccc(F)c3)CC2)CC1	-4	0.2	0.7	0.3	0.6	-1.0	2.4	-1.5	-3	3	3
Cc1ccc(SCCNC(=S)Nc2ccc(C)cc2C)cc1	8	-0.2	-2.6	0.7	-1.8	-0.6	0.4	-1.0	1	-2	5
Cc1ccc(S(=O)(=O)N2CCN(C(=O)CSc3nnc(-c4ccco4)o3)CC2)cc1	-4	-0.1	3.0	-2.3	0.2	0.8	-0.2	-0.7	-5	-3	-3
CN(CC1CCCN(CCc2ccc(F)cc2)C1)C(=O)CCC(F)(F)F (stereo not drawn)	5	-0.4	1.5	2.9	2.1	1.2	1.4	0.3	0	3	3
Cc1ccc(C)c(Cn2c(CN(C)Cc3ccccc3)nc3c2c(=O)n(C)c(=O)n3C)c1	0	-1.4	-0.8	-2.8	-0.3	-1.9	-3.3	-1.3	-2	-10	-1
O=C(CSc1ccccc1C(=O)O)NC1CCCCCC1	0	-0.5	-1.9	-0.6	3.6	-0.7	2.4	-1.0	0	2	-3
OC(CN1CCN(c2ccccc2)CC1)c1c[nH]c2ccccc12 (stereo not drawn)	-4	-0.6	-0.4	2.5	-0.1	-1.0	0.6	-0.2	-4	-1	1
COC(=O)c1cn(C(=O)c2cc(C)cc(C)c2)c2ccccc12	-6	0.2	0.1	-2.7	-0.6	0.9	-1.4	-0.9	-2	-9	-3
O=C(O)CN1C(=O)/C(=C2\SC(=S)N(C(Cc3ccccc3)C(=O)O)C2=O)c2ccccc21 (stereo not drawn)	18	0.2	-5.0	6.4*	0.4	-0.2	1.3	1.2*	5	2	-2
CCNC(=O)Nc1ccc(OC)cc1OC	-7	-0.4	-1.6	-1.0	-2.0	-0.4	2.9	-1.0	0	1	0
CN(C)C(CNC(=O)c1cc(S(=O)(=O)N(C)Cc2ccccc2)ccc1Cl)c1ccco1 (stereo not drawn)	-7	-4.8	-0.1	-1.8	-2.5	-0.8	-1.9	-1.5	1	1	-2
COc1ccc(/C=C/c2nc(S(=O)(=O)c3ccccc3)c(N(C)C)o2)cc1OC	-94	0.3	-2.9	-0.7	0.2	0.8	0.9	-0.7	-36	4	0
CC1CC(C)CN(S(=O)(=O)c2cccc(C(=O)N3C(=O)c4cccc(N)c4C3=O)c2)C1 (stereo not drawn)	-224	0.4	-0.4	-1.4	-1.4	0.2	0.3	-1.1	-74	2	0
Oc1ccc(N=Nc2ccc3ccccc3c2)cc1	13	2.5	-0.1	7.1*	3.3	3.3	16*	0.6	5	12	2
Cc1cc(Br)ccc1NC(=S)Nc1cccc([N+](=O)[O-])c1	-1	0.1	-2.1	-0.7	2.2	1.1	3.1	-1.1	1	3	-2
CCOC(=O)/C=C/C(=O)Nc1ccccc1C(=O)NC1CCCCC1	2	0.6	0.0	-1.5	-0.7	2.5	-4.0	-1.2	-1	-2	2
FC(F)(F)c1ccccc1NC(=S)OCCN1CCCC12CCC(c1ccccc1)CC2 (stereo not drawn)	4	nt	nt	-2.8	nt	nt	1.5	-1.3	5	-4	nt
CCOc1cc(/C=N/NC(=O)CN2CCCCC2)ccc1OCc1ccccc1	-5	-0.4	0.8	0.5	1.2	-1.0	-1.1	-1.1	-6	2	-6
CC1(C)Cc2cccc(Oc3ccc(S(=O)(=O)N4CCCC4)cn3)c2O1	4	-0.2	-1.3	0.7	-0.2	-0.7	-0.9	-1.5	-2	-1	3
Cc1cc(C)n2[nH]c(=O)c(N=Nc3cccc(Cl)c3)c2n1	0	0.0	-6.4	-0.9	-0.4	0.6	-1.2	-1.2	-1	-8	-1
Cc1c(C)c2ccc(O[C@@H]3O[C@H](CO)[C@H](O)[C@H](O)[C@H]3O)cc2oc1=O	-150	-0.3	0.9	-0.8	0.5	0.1	-0.9	-0.6	-70	2	-1
N#C/C(=C\c1ccc(F)c(Br)c1)C(=O)NC1CC1	-16	1.3	-3.4	-1.4	0.3	0.0	-0.2	-1.1	-1	-6	1
Cc1ccc(S(=O)(=O)N2CCOCC2)cc1C(=O)NCc1ccccn1	-14	-0.1	1.9	-0.5	0.3	-1.3	0.0	-0.8	-3	5	0
CCCCSc1nnc(-c2cc(Br)ccc2N)c(=O)[nH]1	6	0.2	2.8	1.0	0.7	-0.4	0.9	-0.7	-4	-3	-1
COc1ccc(N(C(=O)c2ccco2)C(C(=O)NC2CCCC2)c2ccncc2)cc1 (stereo not drawn)	4	0.0	-3.1	-0.3	3.0	0.3	-0.9	0.5	1	-1	-2
O=C(OCc1nnc(-c2ccccc2)o1)c1ccc2c(c1)OCO2	4	-0.5	1.0	0.8	-0.1	0.5	0.0	-0.9	0	-6	-2
COC(=O)c1c(C(=O)OC)c(-c2cccc(Cl)c2)n2c1CS(=O)(=O)C2	1	0.3	-0.8	-0.6	-0.8	2.8	-0.1	-1.2	1	2	-2
C=CCN1C(=O)[C@@H](CC(=O)NCc2ccc(OC)c(OC)c2)[C@]2(C(=O)OCC)CCCCC/C=C/12	-2	-0.3	nt	-1.4	nt	nt	1.1	-0.9	-3	-1	-2
OCC1OC(n2ccc3c(SCc4ccccc4)ncnc32)C(O)C1O (stereo not drawn)	-13	3.3	0.0	2.1	2.7	4.5	13*	-0.8	-3	2	9.4*
COc1cc(CNC(=O)c2cc(-c3ccc(F)cc3OC)n[nH]2)cc(OC)c1	-1	-2.2	-0.3	-1.9	nt	-0.4	-1.4	-0.9	0	5	2
COc1ccc(/C=N/n2cnnc2)cc1COc1ccccn1	5	0.5	-2.3	-1.4	0.5	-0.9	0.2	-1.5	-1	1	0
Nn1c(SCC(=O)NCC2CCCO2)nnc1-c1cc(Cl)ccc1Cl (stereo not drawn)	-1	-1.0	-0.3	-0.7	0.0	0.9	-1.0	-0.8	-2	2	-2
O=C(NC(=S)N1CCc2ccccc21)c1ccccc1	-2	0.4	-0.8	3.7	0.2	2.4	-0.6	0.4	2	-4	8.5*
C[C@H](CO)N1C[C@H](C)[C@@H](CN(C)Cc2ccc(-c3ccccc3)cc2)Oc2c(NC(=O)Nc3ccc(C(F)(F)F)cc3)cccc2C1=O	3	-0.3	-0.7	-0.7	-0.2	-0.4	2.7	-1.1	-5	-2	-1
Cc1ccccc1NC(=S)N(Cc1cccnc1)Cc1ccco1	-6	0.5	-0.3	-1.5	0.3	-0.3	-0.7	-0.7	-3	3	-2
